SMN2 splice enh – qHTS Assay for Enhancers of SMN2 Splice Variant Expression; hit rate 2.8% among 210,000; AID 1458, 2008; HEK293 SMN2-luciferase splicing reporter, luminescence, 30-36 h; Potency, µM (top dose mostly 46.1 µM), inactives show at the highest dose activity change, positive = activation, hits mostly activators; also: % of control where 0% means no effect; nearly all actives have a fitted effect of over 55% in size
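HEK293 cells carry an SMN2 minigene-luciferase reporter in which exon 7 inclusion puts luciferase in frame. Cells were seeded at 2000 cells/well, attached for 10-12 hours, then exposed to compounds for 30-36 hours at 37C before ONE-Glo luminescence.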
LMNA splice mod – qHTS Assay for Modulators of Lamin A Splicing; HeLa LMNA splicing GFP/RFP minigene ratio, 48 h; hit rate 0.01% among 200,000; Potency, µM (series often up to 46.1 µM), without a hit: at the top dose ratio change, negative = inhibition, hits mostly inhibitors; AID 1487, 2009; active = well fitted inhibition curve with a large enough effect in the signal ratio, with a control signal flat, not every such curve was filed as active; inconclusive = small, poorly fitted or top-dose-only effect, or effect the other way, or a change in a side signal; the % refers to the signal ratio; also: % is scaled to controls: 0 for no effect and ±100 for the full control effect
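S3 HeLa stable clones carrying a lamin A-EGFP splicing minigene plus DsRed2 were seeded at 600 cells/well in Opti-MEM with 2% FBS, pin-dosed and incubated 48 h at 37°C. Acumen cytometry (488 nm) gave the GFP/RFP total-intensity ratio.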
TRb-SRC2 inh – qHTS for Inhibitors of the Interaction of Thyroid Hormone Receptor and Steroid Receptor Coregulator 2; Thyroid hormone receptor beta (Homo sapiens), P10828; TRbeta-SRC2 peptide binding, fluorescence polarization; receptor liganded with 1 µM T3; Potency, µM (highest dose often 106 µM), for inactives: top-dose activity change, negative = inhibition, most hits filed as inhibitors; hit rate 0.065% among 280,000;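 also: plate controls were bound peptide for no effect and peptide without receptor for full effect; nearly all actives have a fitted effect of over 50% in size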
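Read-out is fluorescence polarization (555 nm excitation, 632 nm emission) of a Texas Red SRC2 coactivator peptide; loss of signal reflects blocked binding to human TRb ligand-binding domain in the presence of 1 uM T3.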
TR SRC2 fluor cs – Total Fluorescence Counterscreen for Inhibitors of the Interaction of Thyroid Hormone Receptor and Steroid Receptor Coregulator 2; TRb/SRC2 Texas Red total fluorescence interference; Potency, µM (series often up to 106 µM), without a hit: at the top dose fluorescence change, negative = quenching; hit rate 0.29% among 280,000; active = well fitted curve in either direction with a large enough effect; inconclusive = small, poorly fitted or top-dose-only effect; also: % is scaled to controls: 0 for no effect and ±100 for the full control effect
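Human TRβ ligand-binding domain (0.6 uM) and Texas Red SRC2 peptide (20 nM) in Tris buffer with 1 uM T3 and 5% DMSO were incubated with pinned compound for 5 hr at ambient temperature. Total fluorescence was computed as S + 2P (555/632 nm).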
RGS12 GoLoco inh – qHTS Assay for Inhibitors of RGS12 GoLoco Motif Activity (Red Fluorophore). Potency, µM (top dose mostly 61.6 µM), inactives show at the top dose activity, negative = inhibition, usual class: inhibitors. Guanine nucleotide-binding protein G(i) subunit alpha-1 (Homo sapiens), P63096. hit rate 0.44% among 230,000. Gai1:RGS12 GoLoco peptide FP, rhodamine, 10 min; active = well fitted inhibition curve with a large enough effect, not every such curve was filed as active; inactive = no such curve, though single readings can be large or run the other way; also: % is scaled to controls: 0 for no effect and ±100 for the full control effect; nearly all actives have a fitted effect of over 30% in size; many of its hits are not listed in these tables
JMJD2E inh – qHTS Assay for Inhibitors of Human Jumonji Domain Containing 2E (JMJD2E). Lysine-specific demethylase 4E (Homo sapiens), B2RXH2. JMJD2E catalytic domain, FDH-coupled NADH fluorescence (FDH is formaldehyde dehydrogenase). Potency, µM (doses to about 57.1 µM), for inactives: at the top dose activity change, negative = inhibition, usual class: inhibitors. hit rate 1.6% among 230,000. AID 2147, 2009; active = well fitted inhibition curve with a large enough effect, not every such curve was filed as active; inconclusive = small, poorly fitted or top-dose-only effect, or another doubt; inactive = no such curve, though single readings can be large or run the other way;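 also: 0% = wells with enzyme and -100% = buffer wells without enzyme; nearly all actives have a fitted effect of over 50% in size; many of its hits are not listed in these tables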
Target sequence (B2RXH2 1-337 limits assumed): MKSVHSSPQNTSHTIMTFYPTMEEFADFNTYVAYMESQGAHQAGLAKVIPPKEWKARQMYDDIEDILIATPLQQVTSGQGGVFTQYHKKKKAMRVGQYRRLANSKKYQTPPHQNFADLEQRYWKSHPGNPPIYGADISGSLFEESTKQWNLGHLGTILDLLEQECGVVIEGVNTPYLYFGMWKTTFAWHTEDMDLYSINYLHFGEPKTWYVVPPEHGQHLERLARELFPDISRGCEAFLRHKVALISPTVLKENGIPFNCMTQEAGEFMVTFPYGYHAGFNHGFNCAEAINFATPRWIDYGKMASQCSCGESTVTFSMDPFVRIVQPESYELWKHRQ
RECQ1 inh – qHTS Assay for Inhibitors of RecQ-Like Dna Helicase 1 (RECQ1). hit rate 0.54% among 240,000. RECQ1 DNA unwinding, red fluorescence kinetic read. Potency, µM (titrated, usually from 57.3 µM), for inactives: at the top dose activity, negative = inhibition, hits mostly inhibitors. ATP-dependent DNA helicase Q1 (Homo sapiens), P46063. AID 2549, 2010;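 also: plate controls were vehicle for no effect and no enzyme for full effect; nearly all actives have a fitted effect of over 30% in size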
Target sequence (P46063 whole entry, looked up): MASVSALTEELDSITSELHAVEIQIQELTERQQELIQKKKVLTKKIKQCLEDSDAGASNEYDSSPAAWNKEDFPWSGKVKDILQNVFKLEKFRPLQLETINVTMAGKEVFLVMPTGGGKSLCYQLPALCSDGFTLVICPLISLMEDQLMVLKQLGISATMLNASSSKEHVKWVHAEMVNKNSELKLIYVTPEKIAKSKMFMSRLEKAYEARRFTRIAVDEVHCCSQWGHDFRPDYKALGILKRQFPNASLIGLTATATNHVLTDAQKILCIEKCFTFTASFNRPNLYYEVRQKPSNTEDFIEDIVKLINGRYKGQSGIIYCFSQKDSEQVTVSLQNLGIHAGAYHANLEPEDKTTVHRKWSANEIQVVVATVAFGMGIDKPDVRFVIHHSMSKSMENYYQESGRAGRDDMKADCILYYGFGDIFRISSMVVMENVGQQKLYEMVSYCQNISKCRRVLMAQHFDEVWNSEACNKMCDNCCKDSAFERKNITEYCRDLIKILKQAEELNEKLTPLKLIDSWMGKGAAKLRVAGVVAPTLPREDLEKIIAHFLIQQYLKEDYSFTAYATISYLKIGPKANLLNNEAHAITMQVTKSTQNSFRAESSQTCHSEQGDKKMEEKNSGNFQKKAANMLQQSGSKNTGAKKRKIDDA
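RECQ1T1 50 nM; forked duplex (20 bp + 30-nt ss tails) 200 nM, ATP 2 mM final; pH 8.0, 2 mM MgCl2, 2.5 ug/ml poly(dI-dC); 15 min compound preincubation; discontinuous kinetic read over 2 h at RT.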
ALDH1A1 inh – qHTS Assay for Inhibitors of Aldehyde Dehydrogenase 1 (ALDH1A1); Aldehyde dehydrogenase 1A1 (Homo sapiens), P00352; Purified ALDH1A1, NADH fluorescence, propionaldehyde substrate; Potency, µM (top dose mostly 75.3 µM), for inactives: at the highest dose activity, negative = inhibition, actives largely listed as inhibitors; hit rate 7.3% among 220,000; active = well fitted inhibition curve with a large enough effect, not every such curve was filed as active; inconclusive = small, poorly fitted or top-dose-only effect, or another doubt; inactive = no such curve, though single readings can be large or run the other way;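 also: plate controls were no enzyme wells and a reference inhibitor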
* = called active by the depositor; [ ] = remark or other dose. Unless noted, calls follow the shape of the dose curve; as a rule, active = well fitted curve in the direction sought with a large enough effect; inconclusive = small, poorly fitted or top-dose-only effect, or another doubt; inactive = no such curve, though single readings can be large; an effect the other way counts as inactive or inconclusive. Potency is read from the fitted curve at half-maximal effect.

What do the screens show for `COCCN=C1NN=C(c2ccc(NC(C)=O)cc2)CS1`?
SMN2 splice enh: 11%; LMNA splice mod: -11%[46 µM]; TRb-SRC2 inh: 0%; TR SRC2 fluor cs: 2%; RGS12 GoLoco inh: -10%; JMJD2E inh: inconclusive; RECQ1 inh: inactive; ALDH1A1 inh: inconclusive

How did Cc1ccc(NC(=O)C(NS(=O)(=O)c2cccc3nsnc23)C(C)C)nc1 (stereo not given) do in these assays?
SMN2 splice enh: 0%; LMNA splice mod: 0%; TRb-SRC2 inh: -2%; TR SRC2 fluor cs: -1%; RGS12 GoLoco inh: -1%; JMJD2E inh: -1%; RECQ1 inh: -9%; ALDH1A1 inh: 16%

What do the screens show for `CCOC(=O)C1=C(Cc2ccc(C)cc2)C(=O)c2ccccc2C1=O`?
SMN2 splice enh: -98%[inhibitor]; LMNA splice mod: inconclusive; TRb-SRC2 inh: 5%; TR SRC2 fluor cs: -3%; RGS12 GoLoco inh: 119%[activator]; JMJD2E inh: -20%; RECQ1 inh: -26%; ALDH1A1 inh: inconclusive

How did O=C(NC(=S)Nc1ccc2c(c1)OCO2)c1ccc(Cl)cc1 do in these assays?
SMN2 splice enh: 13µM*; LMNA splice mod: 23%; TRb-SRC2 inh: 4%; TR SRC2 fluor cs: -2%; RGS12 GoLoco inh: -1%; JMJD2E inh: -27%; RECQ1 inh: inactive; ALDH1A1 inh: 14µM*

How did CCCC(=O)NCCc1nc2ccccc2n1CCC do in these assays?
SMN2 splice enh: 6%; LMNA splice mod: -3%; TRb-SRC2 inh: -2%; TR SRC2 fluor cs: -1%; RGS12 GoLoco inh: 7%; JMJD2E inh: 4%; RECQ1 inh: -9%; ALDH1A1 inh: 2%

How did COC(=O)C1=C(C)NC(=O)/C1=C\c1cc(C)n(-c2ccc(F)cc2)c1C do in these assays?
SMN2 splice enh: 3%; TRb-SRC2 inh: -4%; TR SRC2 fluor cs: -1%; RGS12 GoLoco inh: 28%; JMJD2E inh: 20µM*; RECQ1 inh: inactive; ALDH1A1 inh: -9%

Results for Cc1ccc(S(=O)(=O)N2CCC(C(=O)Nc3nnc(-c4ccc(F)cc4)s3)CC2)cc1 ?
SMN2 splice enh: -18%[1.84 µM]; LMNA splice mod: -5%; TRb-SRC2 inh: 8%; TR SRC2 fluor cs: -1%; RGS12 GoLoco inh: 13%; JMJD2E inh: 0%; RECQ1 inh: -2%; ALDH1A1 inh: 5%

How did COc1cc(OC)cc(C(=O)N[C@H](C(=O)Nc2ccc3c(c2)OCO3)C(C)C)c1 do in these assays?
SMN2 splice enh: 7%; LMNA splice mod: 1%[46 µM]; TRb-SRC2 inh: 0%; TR SRC2 fluor cs: -2%; RGS12 GoLoco inh: 4%; JMJD2E inh: -17%; RECQ1 inh: -15%; ALDH1A1 inh: 1%

How did S=c1nc(C2CC2)[nH]c2ccccc12 do in these assays?
SMN2 splice enh: 10%; LMNA splice mod: -8%; TRb-SRC2 inh: -17%; TR SRC2 fluor cs: 1%; RGS12 GoLoco inh: 8%; JMJD2E inh: -5%; RECQ1 inh: 0%; ALDH1A1 inh: 13µM*

Results for Cc1nn(-c2ccccc2)c(N2CCCCC2)c1/C=N/O ?
SMN2 splice enh: -24%; LMNA splice mod: 1%; TRb-SRC2 inh: -7%; TR SRC2 fluor cs: 0%; RGS12 GoLoco inh: 7%; JMJD2E inh: 3%; RECQ1 inh: inactive; ALDH1A1 inh: 8%

What do the screens show for `Cc1cc(NC(=O)CCCC(=O)O)nc(C)n1`?
SMN2 splice enh: -4%; LMNA splice mod: -8%; TRb-SRC2 inh: 5%; TR SRC2 fluor cs: -4%; RGS12 GoLoco inh: -11%; JMJD2E inh: 6%; RECQ1 inh: inactive; ALDH1A1 inh: -4%

How did O=C(c1ccccc1)N1CCN(C(=O)c2ccccc2)CC1 do in these assays?
SMN2 splice enh: -5%; LMNA splice mod: -11%; TRb-SRC2 inh: 2%; TR SRC2 fluor cs: -3%; RGS12 GoLoco inh: 4%; JMJD2E inh: 19%; RECQ1 inh: 5%; ALDH1A1 inh: 1%

What do the screens show for `CN(Cc1ccccc1)C(=O)c1ccco1`?
LMNA splice mod: -16%[46 µM]; TRb-SRC2 inh: -4%; TR SRC2 fluor cs: 0%; RGS12 GoLoco inh: 9%; JMJD2E inh: 3%; RECQ1 inh: inactive; ALDH1A1 inh: 5%

What do the screens show for `O=C(CCCn1c(SCC(=O)NCC2CCCO2)nc2ccccc2c1=O)NCc1ccccc1` (stereo not given)?
SMN2 splice enh: -4%; LMNA splice mod: 6%; TRb-SRC2 inh: -3%; TR SRC2 fluor cs: -3%; RGS12 GoLoco inh: 3%; JMJD2E inh: 1%; RECQ1 inh: inactive; ALDH1A1 inh: 1%

Results for O=C(CCc1nnc(CCCc2ccccc2)o1)NCCc1ccco1 ?
TRb-SRC2 inh: 14%[53 µM]; TR SRC2 fluor cs: 9%[53 µM]; RGS12 GoLoco inh: 9%; JMJD2E inh: -5%; RECQ1 inh: -7%; ALDH1A1 inh: inconclusive

What do the screens show for `O=C(NNC(=O)c1ccc(Oc2cc(Cl)cc(Cl)c2)o1)c1ccccc1`?
TRb-SRC2 inh: -10%; TR SRC2 fluor cs: 1%; RGS12 GoLoco inh: 1%; JMJD2E inh: 5%; RECQ1 inh: -5%; ALDH1A1 inh: 10%

How did c1cn(CCCNC2=NCCCCC2)cn1 do in these assays?
SMN2 splice enh: 2%; LMNA splice mod: -5%; TRb-SRC2 inh: -10%; TR SRC2 fluor cs: -4%; RGS12 GoLoco inh: 3%; JMJD2E inh: 7%; RECQ1 inh: -2%; ALDH1A1 inh: 10%

What do the screens show for `NC(=O)CSc1oc(-c2cccs2)nc1S(=O)(=O)c1ccccc1`?
SMN2 splice enh: -14%; LMNA splice mod: -3%; TRb-SRC2 inh: 2%; TR SRC2 fluor cs: -8%; RGS12 GoLoco inh: 30%; JMJD2E inh: -19%; RECQ1 inh: -1%; ALDH1A1 inh: inconclusive

Results for COCCCNC(=O)c1ccc(-c2csc(C)n2)cc1 ?
LMNA splice mod: 12%[46 µM]; TRb-SRC2 inh: 7%; TR SRC2 fluor cs: 1%; RGS12 GoLoco inh: -2%; JMJD2E inh: inconclusive; RECQ1 inh: 0%; ALDH1A1 inh: inconclusive

How did Cc1ccc(S(=O)(=O)N2CCC(n3nnc4cc(C)ccc43)CC2)cc1 do in these assays?
SMN2 splice enh: -37%; LMNA splice mod: 3%; TRb-SRC2 inh: -1%; TR SRC2 fluor cs: -3%; RGS12 GoLoco inh: -2%; JMJD2E inh: -5%; RECQ1 inh: 1%; ALDH1A1 inh: 12%

A stretch from the list above, for reference:
How did CCCC(=O)NCCc1nc2ccccc2n1CCC do in these assays?
SMN2 splice enh: 6%; LMNA splice mod: -3%; TRb-SRC2 inh: -2%; TR SRC2 fluor cs: -1%; RGS12 GoLoco inh: 7%; JMJD2E inh: 4%; RECQ1 inh: -9%; ALDH1A1 inh: 2%

How did COC(=O)C1=C(C)NC(=O)/C1=C\c1cc(C)n(-c2ccc(F)cc2)c1C do in these assays?
SMN2 splice enh: 3%; TRb-SRC2 inh: -4%; TR SRC2 fluor cs: -1%; RGS12 GoLoco inh: 28%; JMJD2E inh: 20µM*; RECQ1 inh: inactive; ALDH1A1 inh: -9%

More results follow:
Results for CCOC(=O)C(CO)(NC(C)=O)C(=O)OCC ?
SMN2 splice enh: -8%; LMNA splice mod: 4%; TRb-SRC2 inh: 2%; TR SRC2 fluor cs: 0%; RGS12 GoLoco inh: -1%; JMJD2E inh: 132%[activator]; RECQ1 inh: 3%; ALDH1A1 inh: 2%

What do the screens show for `O=C(N/N=C/c1cc([N+](=O)[O-])cc([N+](=O)[O-])c1O)/C(=C\c1cccs1)NC(=O)c1ccccc1`?
SMN2 splice enh: 15%; LMNA splice mod: inconclusive; TRb-SRC2 inh: 3%; TR SRC2 fluor cs: -9%; RGS12 GoLoco inh: inactive; JMJD2E inh: inconclusive; RECQ1 inh: -7%; ALDH1A1 inh: inconclusive

Results for N#CCCn1cc(/C=N/NC(=O)c2ccncc2)c(-c2ccccc2)n1 ?
SMN2 splice enh: 10%; LMNA splice mod: -11%; TRb-SRC2 inh: -6%; TR SRC2 fluor cs: -4%; RGS12 GoLoco inh: 11%; JMJD2E inh: 1%; RECQ1 inh: 2%; ALDH1A1 inh: -10%

How did Cc1ccc2[nH]c(=O)c(CN(Cc3nnnn3Cc3ccccc3)C3CCCC3)cc2c1 do in these assays?
SMN2 splice enh: 12%; LMNA splice mod: 1%; TRb-SRC2 inh: -15%; TR SRC2 fluor cs: 0%; RGS12 GoLoco inh: 4%; JMJD2E inh: inconclusive; RECQ1 inh: 13%; ALDH1A1 inh: 20µM*

How did FC(F)(F)c1ccccc1-c1cc(NCc2cccs2)ncn1 do in these assays?
LMNA splice mod: -14%; RGS12 GoLoco inh: 11%; RECQ1 inh: -3%; ALDH1A1 inh: -5%

How did Cc1c(C(=O)OC(C)CCN(C)C)oc2ccccc12 (stereo not given) do in these assays?
SMN2 splice enh: -11%; LMNA splice mod: 0%; TRb-SRC2 inh: -1%; TR SRC2 fluor cs: 1%; RGS12 GoLoco inh: 0%; JMJD2E inh: -14%; RECQ1 inh: -1%; ALDH1A1 inh: 3%

This is a subset; the hit share may differ from the screen's.
